# Screening results from PubChem.
# Kir21 inh: blocks the mouse Kir2.1 inward-rectifier potassium channel. HEK293-Kir2.1, FluxOR thallium flux fluorescence; stronger effect = lower value. B-score at 10 µM. hit rate 0.85% among 310,000;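 active means fluorescence ratio B-score at or below minus 3 SD of library scores, with starting-brightness B-score within 2 SD, cut at about -4.2 in these data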;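 further: channel flux triggered by added potassium and thallium sulfate stimulus; B-score of peak minus minimum fluorescence over baseline after thallium stimulus; more negative B-score means stronger Kir2.1 block with less thallium influx; some compounds called inactive have numbers as strong as hits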
# Target sequence (P35561 whole entry, looked up): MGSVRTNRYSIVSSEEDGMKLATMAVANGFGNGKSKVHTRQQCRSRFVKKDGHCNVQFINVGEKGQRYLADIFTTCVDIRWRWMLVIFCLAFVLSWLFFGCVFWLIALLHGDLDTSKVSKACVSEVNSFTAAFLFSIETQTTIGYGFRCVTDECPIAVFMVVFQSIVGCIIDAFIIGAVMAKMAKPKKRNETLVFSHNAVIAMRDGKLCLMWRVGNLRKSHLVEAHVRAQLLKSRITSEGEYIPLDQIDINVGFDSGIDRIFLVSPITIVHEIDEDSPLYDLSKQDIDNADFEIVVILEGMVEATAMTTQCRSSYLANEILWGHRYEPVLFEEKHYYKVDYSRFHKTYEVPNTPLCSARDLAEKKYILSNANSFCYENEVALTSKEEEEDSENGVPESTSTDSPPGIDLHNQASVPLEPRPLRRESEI
# CHT block: inhibitors of human choline transporter CHT | Q9GZV3 | CHT-expressing cells, membrane potential dye, choline response; stronger effect = lower value | B-score at 10 µM | hit rate 0.86% among 310,000;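 active means B-score over 3 SD under the library average, and starting fluorescence ratio not unusually high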;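 further: choline stimulus applied at its EC90 after an EC20 pre-addition; B-score computed on integrated fluorescence ratio after choline addition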
# Target sequence (Q9GZV3 whole entry, looked up): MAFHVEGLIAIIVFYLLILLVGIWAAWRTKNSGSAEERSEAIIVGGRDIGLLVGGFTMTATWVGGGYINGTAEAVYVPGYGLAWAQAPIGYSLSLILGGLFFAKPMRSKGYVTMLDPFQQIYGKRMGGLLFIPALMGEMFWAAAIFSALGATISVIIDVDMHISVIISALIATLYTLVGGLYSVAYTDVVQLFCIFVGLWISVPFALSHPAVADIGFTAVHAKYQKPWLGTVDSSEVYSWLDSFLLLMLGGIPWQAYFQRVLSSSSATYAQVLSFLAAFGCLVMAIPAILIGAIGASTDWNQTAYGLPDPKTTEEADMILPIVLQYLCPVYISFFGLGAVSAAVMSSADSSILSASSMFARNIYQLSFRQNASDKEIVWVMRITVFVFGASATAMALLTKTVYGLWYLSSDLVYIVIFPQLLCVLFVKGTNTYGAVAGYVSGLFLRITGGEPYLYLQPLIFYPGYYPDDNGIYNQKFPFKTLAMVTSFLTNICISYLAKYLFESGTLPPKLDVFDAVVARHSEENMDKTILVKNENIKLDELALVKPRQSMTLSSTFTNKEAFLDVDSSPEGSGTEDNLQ
# The depositor's hits bear a star; i = inactive; · = not tested or not shown.
item | Structure | CHT block | Kir21 inh
1 | Cc1nc(-c2nnc(SCC(=O)Nc3cc(C(F)(F)F)cc(C(F)(F)F)c3)n2C)cs1 | i | -1.6
2 | CCN(CC)CCN(C(=O)c1c(F)cccc1F)c1nc2cc(C)cc(C)c2s1 | i | -0.51
3 | CCCNC(=O)Cn1cnc2sc(C(=O)NCCCN3CCOCC3)c(C)c2c1=O | i | 0.51
4 | CC(C)c1cc(NCc2ccccn2)n2c(nc3ccccc32)c1C#N | i | 0.3
5 | COCCNC(=O)CN1CCN(Cc2cccc(Cl)c2)C1=O | i | -1.8
6 | COc1ccc(NC(=O)CN2CCN(C3c4ccccc4-c4ccccc43)CC2)c(OC)c1 | i | -0.51
7 | CCCCCn1c(SCC(=O)OCC)nc2cc(C(=O)N3CCC(C(N)=O)CC3)ccc2c1=O | i | -0.06
8 | Cc1cc(OC(C)C(=O)NC(Cc2c[nH]c3ccc(O)cc23)C(=O)O)c2c(C)cc(=O)oc2c1 (stereo unspecified) | i | 1.3
9 | CSc1cccc(CN2CCCC(CNC(=O)c3ccc(F)cc3)C2)c1 (stereo unspecified) | i | 0.08
10 | COc1cccc(OCc2nnc(SCC(=O)NCc3ccco3)n2C)c1 | i | -1.5
11 | COc1ccccc1-c1nnc(SCC(=O)Nc2oc(C)c3c(C)n[nH]c(=O)c23)n1C | i | 1.1
12 | O=C(O)CN1c2cccc3cccc(c23)S1(=O)=O | i | 0.19
13 | Cc1ccc(C(=O)N2CCN(c3ccc([N+](=O)[O-])c(NCc4cccnc4)c3)CC2)cc1 | i | -0.02
14 | CCN1CCN(S(=O)(=O)c2ccc(Cl)c(C(=O)N(C)Cc3ccc(Cl)cc3Cl)c2)CC1 | i | 0.06
15 | COc1ccccc1-c1nc(-c2ccc(Br)o2)no1 | i | -0.15
16 | Nc1ccccc1SC1CC(=O)N(c2ccc3c(c2)OCCO3)C1=O (stereo unspecified) | i | 0.61
17 | COc1cccc(-n2c(=O)c3ccccc3n3c(=S)[nH]nc23)c1 | i | 1.3
18 | COc1cc(C(=O)NC2CC(C)(C)Cc3c2cnn3-c2ccccc2)cc(OC)c1OC (stereo unspecified) | i | 0.38
19 | Nc1ccccc1S(=O)(=O)c1ccccc1N | i | -0.57
20 | O=C(CCn1cnnn1)Nc1ccccc1 | i | 1.1
21 | N#CC1=C2N=C(N)c3ccccc3N2C2=C(C(=O)CCC2)C1c1ccc(Cl)cc1 (stereo unspecified) | i | -0.66
22 | CCOC(=O)c1c(NC(=S)NCC2CCCO2)sc(C)c1C (stereo unspecified) | i | 2
23 | CCC1C(=NO)C(CC)C(c2ccccc2)NC1c1ccccc1 (stereo unspecified) | i | -0.95
24 | COCCCNC(=S)N(CCO)Cc1cc2cc3c(cc2[nH]c1=O)OCCO3 | i | -0.43
25 | Cc1noc(C(=O)Nc2c(C)n(C)n(-c3ccccc3)c2=O)c1Cl | i | 0.05
26 | COc1cc(NC(=O)c2cccs2)ccc1NC(=O)c1cc2ccccc2o1 | i | 1
27 | O=c1[nH]c(C2CCN(S(=O)(=O)c3ccc4c(c3)OCCO4)CC2)nc2c1nnn2Cc1cccc(F)c1 | i | -1.1
28 | CCN(CCCNC(=O)CN(C)S(=O)(=O)c1ccc2c(c1)CCC(=O)N2)c1cccc(C)c1 | i | -0.03
29 | O=C(CCNS(=O)(=O)c1cccc2nsnc12)NC1CCN(Cc2ccccc2)CC1 | i | -3.4
30 | O=C(Nc1cccc(-c2nc3ncccc3o2)c1)c1ccccc1 | i | -1.3
31 | CC(/C=N/n1c(-c2ccccc2)n[nH]c1=S)=C\c1ccco1 | i | 0.15
32 | Cc1cc(C(=O)N2CCc3ccccc3C2)on1 | i | 2.6
33 | COc1ccc(N2CCN(C(=O)COC(=O)c3ccccc3OCc3ccc(F)cc3)CC2)cc1 | i | -0.42
34 | Cn1nc2c3ccccc3n(Cc3ccc(F)cc3)c2nc1=S | i | 0.22
35 | Cc1ccc(C(=O)O)cc1S(=O)(=O)NCC1CCCO1 (stereo unspecified) | i | 0.08
36 | CCCCN(C)CCN1C(=O)C2C(C(=O)Nc3ccc(Cl)cc3)C3C=CC2(O3)C1C(=O)NC1CCCCC1 (stereo unspecified) | i | 0.96
37 | CC(=O)c1sc(NC(=O)CSC(C)C(=O)Nc2cc(C)on2)nc1-c1ccccc1 (stereo unspecified) | i | -0.98
38 | CC(=O)N1CCc2cc(S(=O)(=O)NC(CC(C)C)C(=O)N3CCn4c3nc3ccccc34)ccc21 (stereo unspecified) | i | -0.45
39 | COc1ccc(OC(=O)c2ccc(Cl)cc2)c(C(C)=O)c1 | i | -0.11
40 | CC(O)[C@H]1CN=C(N)N1CC1CCCCC1 (stereo partly specified) | i | -0.07
41 | Cc1oc(C(N)=O)cc1COc1ccc(C(N)=O)cc1 | i | -0.62
42 | Cc1cc(Nc2ccc([N+](=O)[O-])cc2)nc2ccccc12 | i | 0.5
43 | Cc1cc(Br)cc(C)c1OCC(=O)NNC(=O)c1cccs1 | i | -0.57
44 | COc1ccc([N+](=O)[O-])cc1Nc1ncnc2ccccc12 | i | 0.1
45 | Cc1ccc(CNC(=O)C2CC(c3ccccc3C(F)(F)F)=NO2)cc1 (stereo unspecified) | i | -0.27
46 | CCOc1cc(N2CCOCC2)c(OCC)cc1NC(=O)c1oc2ccccc2c1C | i | -0.14
47 | CC(C)c1nnc(NC(=O)c2sc3ccccc3c2Cl)s1 | i | -0.5
48 | O=C(NCCN1CCOCC1)c1ccc2c(c1)N(Cc1ccccc1)C(=O)CS2 | i | -0.69
49 | CC/C(=N/Nc1ccccc1)c1cnnc(SC)n1 | i | 0
50 | COc1ccc(Cn2cccc(NC(=O)Nc3cccc(C#N)c3)c2=O)cc1 | i | 0.46
51 | O=C1OC(COc2ccc(Br)cc2)CN1c1ccccc1 (stereo unspecified) | i | -0.63
52 | O=C(NCCN1CCOCC1)c1c(O)nc2sccn2c1=O | i | -0.03
53 | COc1cccc2c1Oc1ncccc1N(C(=O)CCC(=O)NCc1ccccc1)C2 | i | -0.63
54 | CCN(CC)C(=O)Cn1nc(C)c2ccccc2c1=O | i | 2.6
55 | COc1ccc(-c2csc(NC(=O)Cc3ccccc3)n2)cc1OC | i | 1.3
56 | COc1ccccc1CNCc1cc(Br)ccc1OC | i | -6*
57 | COc1ccc(S(=O)(=O)N(CCCN2CCOCC2)Cc2cccc3ccccc23)cc1 | i | -1.8
58 | CC1Sc2ccc(S(=O)(=O)N3CCC(C(=O)Nc4ccc(Cl)cc4)CC3)cc2NC1=O (stereo unspecified) | i | 0.07
59 | CCCCCCn1c(=O)[nH]c2nc3cc(N)ccc3nc2c1=O | i | -10
60 | Cc1c(C=O)c2cc(OCc3ccccc3)ccc2n1C | i | 0.42

# Carrying on.
item | Structure | CHT block | Kir21 inh
61 | FC(F)(F)c1cccc(NC(=S)NCCN2CCOCC2)c1 | i | 0.81
62 | COc1cccc(N2CC(C(=O)Nc3nnc(SCC(=O)NCc4ccco4)s3)CC2=O)c1 (stereo unspecified) | i | 1.4
63 | CCOC(=O)C1CCN(c2ncnc3c2nnn3Cc2ccccc2Cl)CC1 | i | -1.5
64 | Cc1ccc(C)c(/C=N/NC(=S)NC(C)C)c1 | i | 0.06
65 | O=C(CSc1ncn[nH]1)N1N=C2/C(=C/c3ccco3)CCCC2C1c1ccco1 (stereo unspecified) | i | -0.49
66 | COc1ccccc1N1CCN(C2CCCN(Cc3ccc(Cl)cc3)C2)CC1 (stereo unspecified) | i | -0.78
67 | CCOC(=O)C1=C(N)OC2=C(C(=O)CC(C)(C)C2)C1C1CCCCC1 (stereo unspecified) | i | 0.94
68 | O=C(NCc1ccco1)C(c1ccncc1)N(C(=O)Cn1nnc2ccccc21)c1ccccc1F (stereo unspecified) | i | -0.71
69 | COc1ccc(CC(=O)NCc2cccc(CNC(=O)Cc3ccc(OC)c(OC)c3)c2)cc1OC | i | -0.22
70 | Cc1ccc(C)c(/C=N/Nc2nc3ccccc3c(=O)n2O)c1 | i | -0.59
71 | C(=N\Nc1nc2ccccc2s1)/c1cccs1 | i | -0.95
72 | NS(=O)(=O)c1ccc(CCNC(=O)c2cccc(OC(F)F)c2)cc1 | i | -0.95
73 | C=CCn1cnc2c(c1=O)c1nc3ccccc3nc1n2/N=C/c1cccc(OC)c1OC | i | ·
74 | Cc1ccc(C(=O)C(SC(C)(C)C)n2cncn2)cc1 (stereo unspecified) | i | -0.77
75 | CCc1cc(C(=O)Cc2nc3ccccc3s2)c(O)cc1OCC(=O)O | i | 1.5
76 | CS(=O)c1ccccc1COC(=O)Nc1ccc(Cl)cc1 (stereo unspecified) | i | 1
77 | NC(=O)C1CCN(C(=O)CCc2ccsc2)CC1 | i | 0.65
78 | Cc1ccc(S(=O)(=O)NCCCN2CCOCC2)cc1C | i | 1.9
79 | O=c1c2ccccc2nc(SCc2nnc(-c3ccccc3Br)o2)n1-c1ccccc1 | i | 1.3
80 | O=C1CN(S(=O)(=O)c2ccc([N+](=O)[O-])cc2)CC(=O)N1 | i | 2.6
81 | O=C(Nc1ccc2c(c1)OCCO2)C1CCN(c2cnccn2)CC1 | i | 0.09
82 | COc1ccc(CC(=O)Nc2ccc(N3CCN(c4ccc(OC)cc4)CC3)c(C#N)c2)cc1 | i | 0.29
83 | CSc1ccccc1-n1nnnc1SCC(=O)Nc1cc(C)ccc1C | i | -0.99
84 | COC(=O)CCS(=O)(=O)c1ccc(Cl)cc1 | i | -0.05
85 | Cc1ccc(NS(=O)(=O)c2ccc(NC(=O)C3CC3)cc2)cc1C | · | -0.79
86 | O=C(c1cc(-c2ccccn2)nc2c(Cl)cccc12)N1CCN(C(=O)C2CCCO2)CC1 (stereo unspecified) | i | 0.93
87 | O=C(COc1ccc2ccc(=O)oc2c1)NCCc1c[nH]c2ccc(F)cc12 | i | 0.28
88 | CN1C(C(=O)NCC2CC2)CC2Cn3c(nc4cc(Cl)c(Cl)cc43)C21 (stereo unspecified) | i | 1.9
89 | Nc1nonc1C(=O)OCC(=O)N1CCCCC1 | i | 0.82
90 | COC(=O)CC(NC(=O)c1cccs1)c1ccc(OC)c(OC)c1 (stereo unspecified) | i | -1.1

# Whole records as entered above.
# O=C(O)CN1c2cccc3cccc(c23)S1(=O)=O is listed as CHT block = i; Kir21 inh = 0.19
# Cc1ccc(C)c(/C=N/Nc2nc3ccccc3c(=O)n2O)c1 is listed as CHT block = i; Kir21 inh = -0.59
# COc1ccc(CC(=O)NCc2cccc(CNC(=O)Cc3ccc(OC)c(OC)c3)c2)cc1OC is listed as CHT block = i; Kir21 inh = -0.22

# Next section
item | Structure | CHT block | Kir21 inh
91 | COc1cccc(CNC(=O)CNC(=S)N(Cc2ccccc2)Cc2ccccc2F)c1 | · | -0.05
92 | CN(C(=O)c1ccccc1)c1ccccc1C(=O)NCCc1ccccc1 | i | 0.46
93 | NC(=S)N/N=C/c1ccc(C23CC4CC(CC(C4)C2)C3)cc1 | i | 0.01
94 | COc1cc(/C=N/NC(=O)c2ccncc2)ccc1OC(=O)c1ccc([N+](=O)[O-])cc1 | i | 1.2
95 | O=C(CN1CCOCC1)N/N=C/c1c(O)ccc2ccccc12 | i | 0.08
96 | COc1ccc(-n2nc(C(=O)Nc3ccc4c(c3)OCO4)c3ccccc3c2=O)cc1 | i | -0.44
97 | CS(=O)(=O)Oc1ccc(Br)cc1/C=C1/N=C(c2ccco2)OC1=O | i | 0.01
98 | Cc1ccc(C(=O)CNc2cccc(Cl)c2)cc1 | i | -0.48
99 | CC(=O)NC(Cc1c[nH]c2ccccc12)C(=O)OCC(=O)N1CCCCCC1 (stereo unspecified) | i | 0.06
100 | CCC(C(=O)NC1CCCCCC1)c1ccccc1 (stereo unspecified) | i | 0.88
101 | O=C(CCC1CCCC1)NNC(=O)c1cc2ccccc2cc1O | i | 0.84
102 | O=C(CN1CCOCC1)N/N=C/c1cccc2ccccc12 | i | 1.1
103 | CCOc1cc(C#N)c(NC(=O)c2ccnn2C)cc1OCC | i | 0.49
104 | O=C(CSc1nnc(NC(=O)c2cccc(F)c2)s1)NC1CC1 | i | 0.5
105 | CCOC(=O)C1=C2N(C)c3ccccc3N2CCC1=O | i | ·

# Single entries from above.
# Kir21 inh, cpd 101 : 0.84
# Kir21 inh, cpd 102 : 1.1

# Next section
item | Structure | CHT block | Kir21 inh
106 | CCOC(=O)C1=c2s/c(=C\c3cccnc3)c(=O)n2C(N)=C(C(=O)OC)C1c1cccnc1 (stereo unspecified) | i | -1.7
107 | COc1ccc(N2C(=O)CCC(C(=O)O)C2c2ccc(OC)c(OC)c2)cc1 (stereo unspecified) | i | -3.6
108 | CC(NC(=O)Cn1cnc2c1c(=O)n(C)c(=O)n2C)c1ccccc1 (stereo unspecified) | i | 0.5
109 | Cc1cc(N2CCN(c3ccccc3Cl)CC2)n2cc(-c3ccccc3)nc2n1 | i | 1.9
110 | COc1ccc(-c2cn[nH]c2-c2ccc(OC)cc2O)cc1 | i | -0.47
111 | Cc1cc(C)c(NC(=O)c2c[nH]c(=S)n2-c2ccc(F)cc2)c(C)c1 | i | 2.7
112 | Cc1ccc(NC(=O)C2CCN(S(=O)(=O)c3ccc(F)cc3)CC2)cc1 | i | 0.01
113 | Cn1ccnc1C(OC(=O)c1ccccc1)C(F)(F)F (stereo unspecified) | i | 0.06
114 | COc1ccccc1CNC(=S)Nc1ccc2nc(N3CCN(C)CC3)cc(C)c2c1 | i | -0.09
115 | O=CNCCCc1nc2ccccc2n1Cc1ccccc1 | i | 0.86
116 | C=CCNC(=S)N1CCC(C(=O)c2ccc(Cl)cc2)CC1 | i | 0.13
117 | CSc1ccccc1OC1CCN(Cc2ccccc2)CC1 | i | -13*
118 | COc1ccccc1-n1c(-c2ccccc2)n[nH]c1=S | i | -1.9
119 | C#CCNC(=O)C1=C[C@H](c2ccc(C(F)(F)F)cc2)C[C@H](OCc2ccc(CO)cc2)O1 | i | -1.8
120 | CC(C)C[C@H]1CN=C(N(C)C)N1CC1CCCC1 | i | ·
121 | CCOC(=O)C1=C(C(C)=O)C(c2cccnc2)C(C#N)=C(N)O1 (stereo unspecified) | i | 0.21
122 | O=C(Cc1ccc(Cl)cc1)Nc1ccccn1 | i | 0.68
